# Source: PubChem BioAssay
# KinaseGlo FLuc: Kinase-Glo luciferase inhibition (counter-screen); AID 1379; Potency, µM (doses to about 38.3 µM), inactives show at the top dose activity change, negative = inhibition, hits mostly inhibitors; Kinase-Glo luciferase, ATP luminescence, 8 min; 200,000 compounds, 0.28% hits; Q27757; note: potency is the fitted concentration of half-maximal effect; % is set by controls: 0 for no effect and ±100 for the full control effect; nearly all actives have a fitted effect of over 60% in size
#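 Light output from Kinase-Glo luciferase with luciferin and 10 uM ATP in 50 mM imidazole pH 7.2, KCl, MgCl2, Tween 20, BSA; compound pin-delivered, 8-min ambient incubation, then luminescence read.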
# HTT aggregate: reduces HttQ103-GFP aggregates in PC12 cells | PC12 HttQ103-GFP aggregates, Acumen cytometry, 40 h | Potency, µM (series often up to 46.1 µM), without a hit: at the top dose activity change, negative = inhibition, most hits filed as inhibitors | 220,000 compounds, 1.1% hits | AID 1688; note: potency is the fitted concentration of half-maximal effect; % is set by controls: 0 for no effect and ±100 for the full control effect; nearly all actives have a fitted effect of over 60% in size
#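 Steps: seed 1500 PC12 HTTQ103-GFP cells/well; add tebufenozide, 100 nM final; add compound titration; add ATPLite reagent; quantify GFP aggregates by laser scanning cytometry.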
# CBFb RUNX1 block: blocks binding between human CBF-beta and RUNX1. Potency, µM (titrated, usually from 59.8 µM), for inactives: at the highest dose activity, negative = inhibition, hits mostly inhibitors. Q01196+Q13951. AID 1477. AlphaScreen CBFb-His/RUNX1-biotin binding, biochemical. 230,000 tested, under 10 active; note: % of control where 0% means no effect
# Target sequence (Q01196 whole entry, looked up): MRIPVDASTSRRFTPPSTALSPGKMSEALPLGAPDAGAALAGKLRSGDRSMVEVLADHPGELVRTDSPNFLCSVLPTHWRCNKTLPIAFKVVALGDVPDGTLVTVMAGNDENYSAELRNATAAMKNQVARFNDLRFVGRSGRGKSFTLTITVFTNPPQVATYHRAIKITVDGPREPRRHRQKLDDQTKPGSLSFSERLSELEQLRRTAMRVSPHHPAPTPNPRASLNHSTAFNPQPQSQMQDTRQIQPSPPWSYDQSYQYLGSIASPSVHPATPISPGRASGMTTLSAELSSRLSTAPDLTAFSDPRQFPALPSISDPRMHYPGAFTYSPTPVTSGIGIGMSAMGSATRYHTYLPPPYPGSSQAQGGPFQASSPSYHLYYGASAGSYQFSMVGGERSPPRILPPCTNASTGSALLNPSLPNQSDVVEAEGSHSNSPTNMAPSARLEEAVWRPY
# Target sequence (Q13951 whole entry, looked up): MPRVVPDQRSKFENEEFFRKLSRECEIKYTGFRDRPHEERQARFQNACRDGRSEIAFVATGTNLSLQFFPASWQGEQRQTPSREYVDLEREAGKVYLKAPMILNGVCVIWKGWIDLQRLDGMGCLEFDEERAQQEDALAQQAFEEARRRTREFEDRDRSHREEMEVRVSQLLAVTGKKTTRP
#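 Room-temperature protein-protein interaction test with 30 nM each of His-tagged CBF-beta and biotinylated RUNX1, 15 min with compound, then 90 min with nickel plus streptavidin beads. Signal read in AlphaScreen mode.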
# Epigenetic reg: epigenetic control regulation, reporter derepression; murine LDR cells, GFP reporter derepression, 30 h; Potency, µM (series often up to 53.9 µM), inactives show top-dose GFP activation, hits mostly activators; 280,000 compounds, 0.2% hits; note: potency is the fitted concentration of half-maximal effect; % of control where 0% means no effect; nearly all actives have a fitted effect of over 60% in size
#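 Murine LDR cells bearing a silenced CMV-driven GFP reporter were exposed to compound for 30 h at 37 C. After PBS washes, GFP-positive cells (20-120 um objects) counted by laser-scanning microplate cytometry.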
# NPSR antag: antagonists of human neuropeptide S receptor cAMP signaling | 220,000 compounds, 1% hits | Potency, µM (doses to about 38.3 µM), inactives show at the top dose activity change, negative = inhibition, actives largely listed as inhibitors | CHO-NPSR cells, cAMP TR-FRET, antagonist mode | Q6W5P4; note: potency is the fitted concentration of half-maximal effect; % is set by controls: 0 for no effect and ±100 for the full control effect; nearly all actives have a fitted effect of over 50% in size; many of its hits are not listed in these tables
# Target sequence (Q6W5P4 whole entry, looked up): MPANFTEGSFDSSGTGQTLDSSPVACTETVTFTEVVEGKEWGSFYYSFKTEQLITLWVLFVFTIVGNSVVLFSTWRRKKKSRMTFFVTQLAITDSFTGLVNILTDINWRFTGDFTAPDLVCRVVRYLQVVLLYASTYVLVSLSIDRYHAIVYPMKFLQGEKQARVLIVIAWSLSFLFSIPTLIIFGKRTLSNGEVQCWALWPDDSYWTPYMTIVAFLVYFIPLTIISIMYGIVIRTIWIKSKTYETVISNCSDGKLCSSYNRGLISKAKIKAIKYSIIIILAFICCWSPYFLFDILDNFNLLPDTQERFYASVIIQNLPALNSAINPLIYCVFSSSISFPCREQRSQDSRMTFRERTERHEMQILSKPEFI
# IMPase Li cell: membrane-permeable IMPase blocker, potentiated with lithium | 210,000 compounds, 0.35% hits | CHO-M1 cells, IP1 TR-FRET (IP-One), carbachol + lithium | Potency, µM (series often up to 59.4 µM), for inactives: at the top dose activity, negative = IMPase inhibition, actives largely listed as inhibitors;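 note: IP1 builds up when IMPase is blocked and the TR-FRET signal falls; potency is the fitted concentration of half-maximal effect; plate controls were basal vehicle for no effect and high inhibitor control for full effect; nearly all actives have a fitted effect of over 50% in size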
#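 IP1 accumulation measured by competitive TR-FRET in lysed CHO-M1 cells after 30 min compound exposure at 37C, with a small lithium addition to potentiate weak responses. Hill-equation AC50 from ratio and donor-channel data.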
# Lamin A splicing: modulators of lamin A splicing; Potency, µM (doses to about 46.1 µM), for inactives: at the highest dose ratio change, negative = inhibition, hits mostly inhibitors; AID 1487; 200,000 compounds, 0.01% hits; HeLa LMNA splicing GFP/RFP minigene ratio, 48 h; active = well fitted inhibition curve with a large enough effect in the signal ratio, with a control signal flat, not every such curve was filed as active; inconclusive = small, poorly fitted or top-dose-only effect, or effect the other way, or a change in a side signal; the % refers to the signal ratio; note: potency is the fitted concentration of half-maximal effect; % is set by controls: 0 for no effect and ±100 for the full control effect
#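 S3 HeLa cells stably expressing lamin A-EGFP splicing minigene plus DsRed2, 600 cells/well, 48 h compound exposure at 37C. Laser-scanning cytometry; analysed as GFP (500-530 nm)/RFP (575-640 nm) total intensity ratio; 0.5% DMSO vehicle.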
# The depositor's hits bear a star; ? = inconclusive; . = not tested or not shown; [ ] = dose if it differs, or a comment. Unless noted, calls come from the whole dose curve; as a rule, active = well fitted curve in the direction sought with a large enough effect; inconclusive = small, poorly fitted or top-dose-only effect, or another doubt; inactive = no such curve, though single readings can be large; an effect the other way counts as inactive or inconclusive.
1	CCOC(=O)/C(C#N)=C1\CCCN1CC(N)=S
2	O=S1(=O)CC(O)C(N=Nc2c(O)n(Cc3ccccc3)c3ccccc23)C1 (stereo not drawn)
3	COc1ccc(OC)c(C2/C(=C(/O)c3ccccc3)C(=O)C(=O)N2Cc2ccco2)c1 (stereo not drawn)
4	CCCCNCCCOc1cccc(Cl)c1Cl
5	CCOc1cc(C(=O)O/N=C(\N)c2ccc([N+](=O)[O-])cc2)cc(OCC)c1OCC
6	COc1cc2c(cc1OC)C1C(=O)c3ccc4c(c3OC1CO2)C=CC(C)(C)O4 (stereo not drawn)
7	O=C(O)c1cccc2c1C(=O)N(Cc1ccncc1)C2
8	CCOCCCNC(=O)CNC(=S)N(Cc1ccccc1F)C1CCCCC1
Screen / compound no. | 1 | 2 | 3 | 4 | 5 | 6 | 7 | 8
KinaseGlo FLuc | 11.1% | . | 3.2% | -3.0% | 0.4% | -4.2% | 0.5% | 0.9%
HTT aggregate | -22.1% | -14.8%[9.22 µM] | ? | -22.2% | -0.9% | . | -1.0% | -1.5%
CBFb RUNX1 block | ? | 4.2% | -2.1% | -7.5% | 5.3% | -13.4% | -8.1% | 1.3%
Epigenetic reg | 9.5% | 1.1% | 0.0% | 0.7% | 0.0% | 0.8% | 12.0% | -2.5%
NPSR antag | 5.9% | -13.9% | -2.7%[46.1 µM] | 2.7%[46.1 µM] | 0.5%[46.1 µM] | . | -9.6%[7.67 µM] | -16.0%[46.1 µM]
IMPase Li cell | -14.8% | . | 4.6% | 26.8%[38.3 µM] | 1.4%[38.3 µM] | 29.0% | -16.3%[38.3 µM] | 1.3%[38.3 µM]
Lamin A splicing | 4.8% | . | -8.2% | -7.2% | 0.8%[0.0737 µM] | . | 3.7% | ?

9	O=C(NC1CCS(=O)(=O)C1)/C(=C\c1ccco1)NC(=O)c1ccccc1 (stereo not drawn)
10	COCCNC(=O)CN(C(=O)Cn1nnc2ccccc21)c1ccc(C)cc1
11	Cc1cc2cc(CN(Cc3ccco3)C(=S)NCC3CCCO3)c(=O)[nH]c2cc1C (stereo not drawn)
12	COc1ccc(NC(=O)c2nc[nH]c2C(=O)N[C@@H](CC(C)C)C(=O)OC(C)(C)C)cc1
13	Cc1ccc(C)c(N=C2NC(=O)CS2)c1
14	CNC(=O)c1ccccc1NC(=O)c1cccc(S(=O)(=O)N2CCCCC2)c1
15	O=C(NC1(C(F)(F)F)NC(=O)N(c2ccccc2)C1=O)c1cccs1 (stereo not drawn)
16	NC(=O)Cc1ccc(C(=O)c2ccc(Cl)cc2Cl)s1
Screen / compound no. | 9 | 10 | 11 | 12 | 13 | 14 | 15 | 16
KinaseGlo FLuc | . | 4.5% | -0.1% | . | 0.6% | . | 1.0% | 2.7%
HTT aggregate | -11.8%[9.22 µM] | 9.7%[9.22 µM] | 5.0% | -18.4%[9.22 µM] | 5.5% | -10.1% | 7.1% | -14.4%
CBFb RUNX1 block | 5.9% | 4.8% | -15.8% | 9.8% | 5.7% | 5.9% | -2.0% | 5.7%
Epigenetic reg | -2.8% | 1.6% | -3.2% | ? | -1.9% | 1.1% | 1.1% | 0.0%
NPSR antag | 10.5% | 6.3% | -1.1% | ? | 0.1%[46.1 µM] | -16.0% | -6.9% | -0.5%
IMPase Li cell | . | -3.3% | -0.2% | . | 2.9%[38.3 µM] | 13.5% | 5.6% | -8.7%
Lamin A splicing | . | -3.8%[46 µM] | ? | . | 5.9% | . | 3.0% | .

17	CC(=O)Nc1ccc(S(=O)(=O)Nc2ccc([N+](=O)[O-])cc2)cc1
18	COCCN(Cc1cc2cc3c(cc2nc1Cl)OCO3)C(=O)Nc1ccc(OC)cc1
19	Cc1ccc2nc(=O)c(NNc3ccccc3)cnc2c1
20	C/C(=N\NC(=O)c1cccc(S(=O)(=O)Nc2cccc(Cl)c2)c1)c1cccs1
21	O=C(O)/C=C/c1ccc2c(c1)OCCO2
22	COc1ccc(C)cc1NC(=S)N1CCN(c2ccccn2)CC1
23	CCn1c2ccccc2c2cc(NC(=O)COC(=O)Cc3cn4ccsc4n3)ccc21
24	O=C(NCCc1csc(-c2ccccc2)n1)c1c(F)cccc1F
Screen / compound no. | 17 | 18 | 19 | 20 | 21 | 22 | 23 | 24
KinaseGlo FLuc | -2.5% | 0.1% | 1.5% | . | . | -1.7% | 11.4% | 4.2%
HTT aggregate | 25.5% | 10.3% | 24.7% | -17.3% | 3.8%[9.22 µM] | -17.7% | 4.5% | -24.3%
CBFb RUNX1 block | 5.3% | 8.6% | -13.2% | -2.5% | ? | -4.0% | 4.1% | 5.9%
Epigenetic reg | 0.0% | -0.1% | 0.2% | -0.9% | 1.6% | -1.0% | -3.9% | -3.7%
NPSR antag | . | -15.8% | -21.3% | -10.7%[46.1 µM] | -6.7% | 3.8% | 6.1%[46.1 µM] | 11.9%
IMPase Li cell | 9.5% | -3.8% | 3.8% | . | . | 2.3% | -30.3%[38.3 µM] | 10.6%
Lamin A splicing | -29.2% | -6.4% | ? | -14.8% | . | ? | -7.5% | ?

# Arranged by number of heavy atoms (ascending): some entries from above.
21	O=C(O)/C=C/c1ccc2c(c1)OCCO2
19	Cc1ccc2nc(=O)c(NNc3ccccc3)cnc2c1
17	CC(=O)Nc1ccc(S(=O)(=O)Nc2ccc([N+](=O)[O-])cc2)cc1
23	CCn1c2ccccc2c2cc(NC(=O)COC(=O)Cc3cn4ccsc4n3)ccc21
Screen / compound no. | 21 | 19 | 17 | 23
KinaseGlo FLuc | . | 1.5% | -2.5% | 11.4%
HTT aggregate | 3.8%[9.22 µM] | 24.7% | 25.5% | 4.5%
CBFb RUNX1 block | ? | -13.2% | 5.3% | 4.1%
Epigenetic reg | 1.6% | 0.2% | 0.0% | -3.9%
NPSR antag | -6.7% | -21.3% | . | 6.1%[46.1 µM]
IMPase Li cell | . | 3.8% | 9.5% | -30.3%[38.3 µM]
Lamin A splicing | . | ? | -29.2% | -7.5%

# Next part.
25	CC(=O)c1c(O)cc(O)c(C(C)=O)c1O
26	COC(=O)c1ccc(C(NC(=O)OCc2ccccc2)/C(=C/[C@@H](C)C(=O)NCc2ccc(C)o2)c2cccnc2)cc1 (stereo partly drawn)
27	COCCOc1cnn(-c2cc(Oc3ccc(C)cc3)ncn2)c(=O)c1Cl
28	O=S(=O)(Nc1nccs1)c1ccc2c(c1)OCCO2
29	Cc1ccc2nc(C)c(Cl)c(=O)n2c1
30	Nc1ccc2c(C(F)(F)F)cc(C(F)(F)F)nc2n1
31	CC(=O)c1ccc(NC(=O)Oc2ccccc2)cc1
32	Cc1ccc(N=C2NC(=O)CC(C(=O)Nc3ccc4c(c3)OCO4)S2)cc1 (stereo not drawn)
Screen / compound no. | 25 | 26 | 27 | 28 | 29 | 30 | 31 | 32
KinaseGlo FLuc | . | 0.0% | -4.3% | 0.4% | -0.5% | 2.0% | -3.9% | -4.8%
HTT aggregate | -6.2%[9.22 µM] | . | 16.0% | 1.0% | -2.4%[9.22 µM] | 10.7%[9.22 µM] | 2.9% | -7.0%
CBFb RUNX1 block | 2.4% | 8.1% | 1.5% | 3.4% | 2.7% | 12.7% | -7.7% | -0.4%
Epigenetic reg | 0.0% | 3.8% | -2.9% | 0.7% | -0.3% | -1.5% | 0.0% | 0.0%
NPSR antag | -15.4% | . | -6.9%[46.1 µM] | -14.3%[46.1 µM] | 0.4%[46.1 µM] | 18.5% | -7.3%[46.1 µM] | -11.6%
IMPase Li cell | . | -2.5% | 14.5%[38.3 µM] | 9.1%[38.3 µM] | 0.2%[38.3 µM] | -4.4% | 17.4%[38.3 µM] | 1.7%
Lamin A splicing | . | . | -6.1% | -2.1% | 7.0% | . | 12.8% | ?

33	Cc1cccc(-n2cc(-c3ccccc3)c3c(=O)[nH]cnc32)c1
34	CCN(Cc1ccccc1)C(=O)c1ccc(CNS(=O)(=O)c2ccc(C)cc2)cc1
35	CCN(CC(=O)NC(C)C)C(=O)[C@H](C)NC(=O)c1ccc(Br)cc1
36	O=C(Cc1nc2ccccc2[nH]c1=O)c1ccc(Cl)cc1
37	O=C(NCc1ccc2c(c1)OCO2)c1ccc(Br)s1
38	O=C(Cc1ccccc1)N1CCC(O)(c2cccnc2)CC1
39	Cc1ccc2c(c1)N=C(c1ccccc1)CC(C(Cl)Cl)=N2
40	CCN(CC)S(=O)(=O)c1ccc(N(C)Cc2cccc(OC)c2OC)nc1
Screen / compound no. | 33 | 34 | 35 | 36 | 37 | 38 | 39 | 40
KinaseGlo FLuc | 0.7% | 2.9% | 2.8% | . | . | -0.4% | . | -1.0%
HTT aggregate | 6.7% | 1.8% | -9.8% | 7.6%[9.22 µM] | 4.0%[9.22 µM] | 2.5% | 20.3%[9.22 µM] | ?
CBFb RUNX1 block | -10.3% | 10.5% | 10.8% | -8.7% | 8.5% | 4.0% | -10.4% | 10.6%
Epigenetic reg | 1.0% | 0.2% | -0.8% | ? | 1.7% | -0.7% | -2.4% | -0.8%
NPSR antag | -20.1% | -20.9% | 9.5% | 14.9% | -5.2% | -14.4%[46.1 µM] | ? | -20.0%
IMPase Li cell | 0.9% | -2.6% | 12.8% | . | . | -13.5%[38.3 µM] | . | 16.2%
Lamin A splicing | ? | ? | -11.4%[46 µM] | . | . | -3.3% | . | .

41	COc1ccc(CCN(C)C(=S)NC(=O)c2ccc(F)cc2Cl)cc1OC
42	O=C(c1ccccc1)N1CCN(C2CCCCC2)CC1
43	COc1ccc(N2CC(C(=O)Nc3cc(C)on3)CC2=O)cc1 (stereo not drawn)
44	Cc1cccc(NC(=O)c2cc(N3CCOCC3)nc3ccccc23)c1
Screen / compound no. | 41 | 42 | 43 | 44
KinaseGlo FLuc | -1.0% | -0.9% | -3.2% | .
HTT aggregate | 12.4% | 4.6% | -8.8% | 6.6%
CBFb RUNX1 block | -3.6% | 3.4% | 3.5% | 7.2%
Epigenetic reg | -0.1% | 0.0% | -0.4% | -3.4%
NPSR antag | -5.7% | 11.3%[46.1 µM] | 1.0%[46.1 µM] | 4.6%[46.1 µM]
IMPase Li cell | 5.6% | 8.3% | 4.9%[38.3 µM] | .
Lamin A splicing | ? | 4.2% | 9.7% | -2.6%

# Three entries out of the list above, arranged by their value in Epigenetic reg, rising.
nr	molecule	CBFb RUNX1 block	Epigenetic reg	NPSR antag	IMPase Li cell	Lamin A splicing
44	Cc1cccc(NC(=O)c2cc(N3CCOCC3)nc3ccccc23)c1	7.2%	-3.4%	4.6%[46.1 µM]	.	-2.6%
43	COc1ccc(N2CC(C(=O)Nc3cc(C)on3)CC2=O)cc1 (stereo not drawn)	3.5%	-0.4%	1.0%[46.1 µM]	4.9%[38.3 µM]	9.7%
42	O=C(c1ccccc1)N1CCN(C2CCCCC2)CC1	3.4%	0.0%	11.3%[46.1 µM]	8.3%	4.2%

# An excerpt; the hit share may differ from the screen's.
